# Compound activity (PubChem)
# miR122 inh – miR-122 Renilla sensor signal increase in Huh7, primary screen, miR-122 inhibitor project, cell-based, single point, plate reader; Huh7 miR-122 Renilla luciferase sensor, 48 h; neutral wells = 0, positive control = 100; activation (reporter increase), % at 12.5 µM; hit rate 0.3% among 340,000; AID 602342, 2012;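 active = mean replicate activation score at least 90 and every replicate individually at or above 90; inconclusive = only one of the two criteria met; inactive = neither criterion met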;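 also: higher luciferase means less miR-122 activity so hits act as miR-122 inhibitors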
# C2C12 statin – suppressors of statin myotoxicity in C2C12 myotubes, primary screen, cell-based, single point, plate reader. C2C12 myotubes + simvastatin, ATP luminescence, 48 h; scaled: DMSO 0, geranylgeraniol control 100. rescue of ATP level, % at 7.49 µM. hit rate 0.78% among 330,000;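 active = mean ATP rescue above about 67%, or every replicate alone reaching that limit, limit read from the data, passing the limit was not always enough; inconclusive = no clear call, values can overlap the other calls; inactive = mean under the limit and some replicate under it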;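 also: myotubes were challenged with 10 µM simvastatin during compound exposure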
# esBAF inh – Bmi1 luciferase reporter increase in mESCs, primary screen, esBAF inhibitor project, mouse ES cells, Bmi1 luciferase knock-in, single point; 24 h; 100% = twice the neutral-well signal; hit rate 2% among 350,000; reporter increase, % at 12.5 µM; in the data active = activation above about 40%; inconclusive = no clear call, values can overlap the other calls;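 also: 0% = median of the plate's neutral control wells and 100% = double that signal; a rise in the Bmi1 reporter signal indicates esBAF inhibition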
# ARNT-TACC3 inh – disruptors of ARNT/TACC3 protein interaction, primary screen, biochemical, AlphaScreen, single concentration | Transforming acidic coiled-coil-containing protein 3 (Homo sapiens), Q9Y6A5 | AlphaScreen His-ARNT PAS-B/GST-TACC3 binding, luminescence; TACC3 fragment carries E629A point mutation | inhibition, % at 9.99 µM | hit rate 0.66% among 390,000;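 active = mean inhibition of replicates at least 50% and at least half of replicates each reaching 50%; inconclusive = half or more replicates reach 50% but mean below 50%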;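 also: 0% = complete ARNT plus TACC3 wells and 100% = ARNT alone without TACC3; many hits fall short of the cut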
# SIRT5 block – SIRT5 desuccinylase inhibitors, primary screen, biochemical, fluorescence imaging, single point, set 5. Purified SirT5, succinyl-peptide AMC, trypsin-coupled fluorescence. inhibition, % at 15 µM. hit rate 1.1% among 330,000. NAD-dependent protein deacylase sirtuin-5, mitochondrial (Homo sapiens), Q9NXA8; in the data active = inhibition above about 15%; inconclusive = no clear call, values can overlap the other calls
# Target sequence (Q9NXA8 whole entry, looked up): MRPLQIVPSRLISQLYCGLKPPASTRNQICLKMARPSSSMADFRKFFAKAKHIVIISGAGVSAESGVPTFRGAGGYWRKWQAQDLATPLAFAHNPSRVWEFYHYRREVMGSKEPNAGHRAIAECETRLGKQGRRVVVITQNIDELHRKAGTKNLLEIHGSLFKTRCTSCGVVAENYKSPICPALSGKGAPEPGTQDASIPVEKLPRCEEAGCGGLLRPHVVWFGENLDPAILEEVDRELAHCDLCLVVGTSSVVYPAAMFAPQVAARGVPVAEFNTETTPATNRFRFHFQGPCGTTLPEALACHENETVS
# ERp5 block – inhibitors of ERp5-driven insulin aggregation, primary screen, biochemical, turbidity, absorbance 650 nm, single point; Protein disulfide-isomerase A6 (Homo sapiens), Q15084; 90 min; inhibition, % at 9.99 µM; hit rate 0.05% among 350,000; AID 651711, 2012;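 active = mean replicate inhibition above about 25%, with every replicate also reaching it, limit read from the data, passing the limit was not always enough; inconclusive = only one of those two criteria met; inactive = neither criterion met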
# Target sequence (Q15084 whole entry, looked up): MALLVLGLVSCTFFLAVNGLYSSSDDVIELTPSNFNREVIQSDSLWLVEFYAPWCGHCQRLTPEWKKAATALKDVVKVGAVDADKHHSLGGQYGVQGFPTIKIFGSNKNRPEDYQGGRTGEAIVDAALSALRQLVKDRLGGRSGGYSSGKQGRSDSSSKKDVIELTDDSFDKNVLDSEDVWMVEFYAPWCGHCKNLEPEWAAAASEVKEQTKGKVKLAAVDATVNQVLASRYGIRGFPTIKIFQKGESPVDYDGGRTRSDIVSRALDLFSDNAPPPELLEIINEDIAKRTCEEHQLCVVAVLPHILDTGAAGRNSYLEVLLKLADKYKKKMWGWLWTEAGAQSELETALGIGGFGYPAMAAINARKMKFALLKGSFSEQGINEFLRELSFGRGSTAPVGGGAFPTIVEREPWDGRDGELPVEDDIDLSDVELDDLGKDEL
# Cneo AK release – Cryptococcus neoformans cell lysis inducers, primary screen, AK release luminescence, single concentration | C. neoformans lysis, adenylate kinase release luminescence, 4 h; normalised: neutral wells 0, clomiphene wells 100 | lysis activity, % at 15 µM | hit rate 0.2% among 360,000 | AID 651654, 2012;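 active = mean lysis activity across replicates of at least 80%, whatever share of replicates individually reach that level; inactive = mean lysis activity below 80%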
#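 read-out = cell lysis signal | test system = log-phase Cryptococcus neoformans yeast cells | input = cells at 5 × 10^6 per mL | medium = fresh YPD growth medium | signal = luminescent adenylate kinase detection reagent | timing = 4 h at 37 °C static, read 1 h later | dosing = single dose | controls = Clomiphene as positive lysis control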
# * hit, by the source's call; ? = inconclusive; / = no result given; [ ] = remark or other dose.
SMILES,miR122 inh,C2C12 statin,esBAF inh,ARNT-TACC3 inh,SIRT5 block,ERp5 block,Cneo AK release
CCOCCCNC(=S)N1CCN(C(=O)C(=O)Nc2ccc(C(=O)OC)cc2)CC1,/,/,/,-6,-1,2,/
CCC(C)NCCCOc1ccc(C)cc1OC (stereo unspecified),/,/,/,-4,-6,-5,/
COc1nc(-c2ccccc2)nnc1-c1ccccc1,9,9,40,-5,0,-3,/
CCC(C)C(NC(=O)c1ccccc1NC(=O)c1ccco1)C(=O)O (stereo unspecified),-16,6,2,0,/,/,-1
CCCN1CCN(C(=S)Nc2sc(CC)cc2C(=O)OC)CC1,/,/,/,5,-1,-1,/
C=CCNC(=O)COc1cc(C)cc(C)c1C,2,17,-1,-3,-1,-3,1
COc1ccc(CN2CCN(S(=O)(=O)c3ccccc3)CC2)cc1Br,-4,/,4,4,/,/,-5
Cc1ccc(/C(O)=C2/C(=O)C(=O)N(CCN3CCOCC3)C2c2cccs2)cc1 (stereo unspecified),/,-1,-4,2,-3,-2,-1
COc1cc(-c2cc(C(=O)Nc3cccc(C(C)=O)c3)c3ccccc3n2)cc(OC)c1OC,/,-8,-1,-4,/,4,0
CCN1CCN(C(=O)C2COc3ccccc3O2)CC1 (stereo unspecified),-3,/,/,/,2,-17,6
Cc1ccc(SC(C)C(=O)NCc2ccc(F)cc2)cc1 (stereo unspecified),/,/,/,4,0,-2,/
CCOC(=O)N1CCN(C(=O)C(c2ccccc2)c2ccccc2)CC1,-2,115*,1,-8,/,/,/
COc1ccc(/C=C/C(=O)NCc2cnn(C)c2C)cc1COc1ccc(Br)cc1,25,-39,-8,-11,0,0,-1
Cc1cc(NN)nc2ccc(Cl)cc12,/,/,/,-8,4,-3,/
CC(C)NC(=O)N1CCCCN2[C@H](C1)[C@@H](c1ccc(C#CC3CC3)cc1)[C@@H]2CO,-3[16.7 µM],-23,-3,5,22*,5,0
CCC(Cc1ccccc1)NS(=O)(=O)c1ccc2c(c1)NC(=O)C(C)S2 (stereo unspecified),3,3,8,7,-6,3,2
O=C(/C=C/c1ccco1)OCn1nnc2ccccc2c1=O,/,/,/,5,-4,-5,/
CC[C@@]12C(=O)N(c3cccc(F)c3)C(=O)N1[C@H](c1ccc(Br)cc1)[C@@H]1C(=O)N(C(C)(C)C)C(=O)[C@@H]12,-3,-7,4,-7,/,/,1
C[C@H]1CN([C@@H](C)CO)C(=O)c2cc(-c3ccncc3)cnc2O[C@H]1CN(C)C(=O)CN1CCOCC1,-2[16.7 µM],0,2,-4,-2,3,-8
CSc1nc2nc(-c3ccccc3)cc(=O)n2[nH]1,15,-15,0,-2,/,/,-7
O=C(Cc1ccccc1)NNS(=O)(=O)c1ccc([N+](=O)[O-])cc1,-5,6,-4,-15,-3,3,0
Cc1cc(O)c(C(=O)/C=C/c2ccc(Cl)cc2)c(=O)o1,2,10,30,-5,-5,-1,0
C[C@@H]1CN([C@H](C)CO)S(=O)(=O)c2ccc(C3=CCCC3)cc2O[C@H]1CN(C)C(=O)CC1CC1,-1[16.7 µM],-4,-4,2,0,0,0
CCN(C[C@H]1N[C@@](C)(C(=O)OC)[C@H]2C(=O)N(C)C(=O)[C@@H]12)C(=O)Nc1ccc(C(F)(F)F)cc1,/,4,-4,-1,-3,-7,0
COCCNC(=O)[C@@H]1CCCN1S(=O)(=O)c1cccc2cccnc12,0,6,-9,-1,/,5,0
CN(C(=O)c1cccc(NC(=O)Cc2ccc([N+](=O)[O-])cc2)c1)C1CCCCC1,2,0,6,-1,/,3,3
O=C1COc2ccc(C(=O)COC(=O)/C=C/c3cccc(F)c3)cc2N1,-1,/,/,-1,1,3,0
O=C(NCC1CCCO1)C1CCC(CNS(=O)(=O)c2ccccc2)CC1 (stereo unspecified),/,4,0,5,/,/,13
CCOc1cc(C2c3c(-c4ccccc4)n[nH]c3C(=O)N2c2ccc(C(=O)O)cc2)ccc1O (stereo unspecified),-7,/,/,-3,-3,4,/
CC/C(=N\NC(=O)CSCc1ccc(Cl)cc1)c1ccc2c(c1)OCCO2,8,10,9,-41,/,/,-2
Cc1ccc(NC(=O)N2CCN(C)CC2)cc1NC(=O)N1CCN(C)CC1,-1,-5,-4,-10,-4,-4,-4
O=C(CN(C(=O)Cn1nnc(-c2ccc(F)cc2)n1)C1CCCC1)NC1CCCC1,3,?,-5,-2,/,/,0
Clc1ccccc1-c1nnc2sc(C3COc4ccccc4O3)nn12 (stereo unspecified),-2,6,-10,1,/,/,1
CCOC(=O)c1c(C)nc2ccccc2c1-c1ccccc1,-5,/,/,-5,/,/,1
O=[N+]([O-])c1ccc(N2CCN(S(=O)(=O)c3cnc[nH]3)CC2)cc1,/,/,/,1,-2,0,/
CO[C@@H]1CN(C)C(=O)c2cc(NC(=O)Nc3cc(F)ccc3F)ccc2OC[C@@H](C)N(C(=O)c2ccccn2)C[C@@H]1C,/,-7,-1,/,5,-2,-51
C[C@H]1CN([C@@H](C)CO)C(=O)c2cc(C#CC(C)(C)O)cnc2O[C@H]1CN(C)C(=O)CN(C)C,5[16.7 µM],-16,3,-3,-2,0,-2
CC(=O)Nc1ccc2c(=O)n(-c3ccccc3)sc2c1,-2,-9,1,/,2,5,1
O=C(Cc1ccccc1Cl)NC1(O)C(=O)c2ccccc2C1=O,-4,14,-1,/,-1,/,-2
C[C@@H]1CN([C@@H](C)CO)C(=O)c2cc(NC(=O)CCC(F)(F)F)ccc2O[C@H]1CN(C)S(=O)(=O)c1cn(C)cn1,1[16.7 µM],-16,-5,0,7,3,50
Cc1nn(-c2ccccc2)c(C)c1S(=O)(=O)O,1,/,/,-3,0,-6,/
CCCN1CNC(=S)N(Cc2ccccc2)C1,-2,/,/,-2,/,/,1
CCOc1ccccc1NC(=O)CN1CCN(C(=O)C2CCCO2)CC1 (stereo unspecified),-3,-1,-7,-9,2,4,1
CC(=O)c1c(C)[nH]c(C(=O)Nc2ccccc2Cl)c1C,10,48,36,-2,0,0,0
COc1ccc(C)cc1-n1c(SCC(=O)NCC2CCCO2)nc2c([nH]c3ccccc32)c1=O (stereo unspecified),2,/,/,-4,-3,-9,-2
Cc1nc2c(=O)oc3ccccc3c2n1-c1ccccc1,-3,-8,-3,-3,/,/,0
COc1ccc(COC(=O)NNC(=O)c2ccc(OC)cc2)cc1,-8,19,0,0,/,/,2
CNc1ccc(C(=O)OCC(=O)NC(=O)NC2CCCCC2)cc1[N+](=O)[O-],/,2,-1,-24,/,2,-5
CCOC(=O)c1[nH]c2c(c1C)C(=O)CC(c1ccc(F)cc1)C2 (stereo unspecified),45,-21,-17,-4,0,3,-1
O=[N+]([O-])c1ccc2c(c1)oc1ccccc12,/,4,-1,2,/,/,-4
CC1(C)Cc2nc(N)c(C(=O)NCCO)cc2CO1,0,1,6,0,/,/,-2
CCc1cc2cc(C(=O)Nc3ccc(F)cc3)sc2s1,-5,-15,32,-7,/,/,-4
CCOC(=O)N1CCC(N2CCCC(C(=O)c3cccc(OC(C)C)c3)C2)CC1 (stereo unspecified),3,-12,-1,4,-8,-6,-5
CC1C(=O)N(Cc2cn(CCC3OCCO3)nn2)CCS(=O)(=O)N1Cc1ccc(-c2cccc(CO)c2)cc1 (stereo unspecified),-4,-11,4,/,-3,3,2
O=C1CSC(c2ccc(Cl)cc2)N1Nc1nc(N2CCOCC2)nc(N2CCOCC2)n1 (stereo unspecified),-8,9,0,-2,8,-4,-1
Cc1nc2c(C(=O)NCc3ccccc3Cl)c[nH]n2c(=O)c1Cl,/,/,/,0,0,-84,/
O=C(CSc1ccccc1C(=O)O)NCc1ccco1,-1,-2,-1,-10,/,/,-4
O=C(Nc1ccc(S(=O)(=O)Nc2ccccc2)cc1)c1ccc(CN2CCOCC2)cc1,22,/,/,-3,/,3,/
COc1ccc(C(=O)Oc2cc(/C=N/NC(N)=S)ccc2OC)cc1,-5,-21,4,4,/,/,-2
Cc1noc(C)c1NC(=O)N(C)C[C@H]1Oc2c(NC(=O)C3CCOCC3)cccc2C(=O)N([C@@H](C)CO)C[C@H]1C,-7[16.7 µM],-13,-5,-5,1,3,4
# (further entries)
SMILES,miR122 inh,C2C12 statin,esBAF inh,ARNT-TACC3 inh,SIRT5 block,ERp5 block,Cneo AK release
COCC(=O)N(C)C[C@@H]1Oc2ncc(C#Cc3ccccc3)cc2C(=O)N([C@H](C)CO)C[C@@H]1C,0[16.7 µM],7,-1,-5,0,1,-2
C/C(=N\NC(=O)Cc1ccccc1Cl)c1cccnc1,0,5,-3,/,-3,1,-1
COc1ccccc1-c1cc(C(F)(F)F)nc(S(C)(=O)=O)n1,1,17,20,1,/,/,-3
NC(=O)NC(=O)COC(=O)CCCCCNS(=O)(=O)c1ccc2c(c1)OCCO2,4,-2,-7,/,-2,5,/
CC(=O)Nc1ccc(S(=O)(=O)N2CCC(N3CCCCCC3)CC2)cc1,7,-12,-8,-4,2,1,-1
COc1cc(CN2CCc3c([nH]c4ccccc34)C2)cc(OC)c1,2,-17,-3,2,5,3,0
CC1CC(c2ccccc2)=Nc2ccccc2N1 (stereo unspecified),-3,8,?,16,6,15,-2
O=c1cc(CSc2ccc(Cl)cc2)[nH]c2[nH]n(-c3ccccc3)c(=O)c12,0,/,/,-1,3,-1,2
CC(C)CC#Cc1ccc2c(c1)O[C@H](CN(C)C(=O)c1cccc(F)c1)[C@H](C)CN([C@@H](C)CO)S2(=O)=O,-17[16.7 µM],-2,-1,-4,-4,-1,56
Cc1ccc(Sc2cc(NCCCO)c([N+](=O)[O-])c3nonc23)cc1,-3,102*,-17,2,-8,7,32
COc1ccccc1S(=O)(=O)N(C)C[C@@H]1Oc2ncc(-c3ccc(C)cc3)cc2C(=O)N([C@@H](C)CO)C[C@H]1C,-4[16.7 µM],7,3,-3,2,6,-2
CCCCN(CC)CCNc1c(NC2CCN(C(=O)OCC)CC2)c(=O)c1=O,-3,19,-8,-13,/,-1,1
O=C(Nc1ccccc1)Nc1ccc2c(c1)[C@@H]1C[C@H](CC(=O)N3CCOCC3)O[C@@H](CO)[C@@H]1O2,-1[16.7 µM],4,2,0,/,/,-3
CCS(=O)(=O)N1Cc2ccccc2CC1C(=O)Nc1ccc(OC)c(OC)c1 (stereo unspecified),6,3,1,/,-5,-3,1
COc1ccc(CC(=O)n2[nH]c(=O)c3ccccc3c2=O)cc1OC,/,/,/,-7,-1,1,/
CCn1cc(Cl)c(C(=O)NNC(=O)CCn2ccc([N+](=O)[O-])n2)n1,-6,0,-5,-6,-3,5,0
COc1ccc(C(=O)N2CCN(c3cccc(Cl)c3)CC2)cc1,2,12,3,2,2,5,4

# 5 records picked at random from the list so far:
SMILES,miR122 inh,C2C12 statin,esBAF inh,ARNT-TACC3 inh,SIRT5 block,ERp5 block,Cneo AK release
COc1ccc(CC(=O)n2[nH]c(=O)c3ccccc3c2=O)cc1OC,/,/,/,-7,-1,1,/
CCS(=O)(=O)N1Cc2ccccc2CC1C(=O)Nc1ccc(OC)c(OC)c1 (stereo unspecified),6,3,1,/,-5,-3,1
COc1nc(-c2ccccc2)nnc1-c1ccccc1,9,9,40,-5,0,-3,/
Cc1cc(O)c(C(=O)/C=C/c2ccc(Cl)cc2)c(=O)o1,2,10,30,-5,-5,-1,0
CN(C(=O)c1cccc(NC(=O)Cc2ccc([N+](=O)[O-])cc2)c1)C1CCCCC1,2,0,6,-1,/,3,3
